CDK5 p35 inh: blocks human CDK5/p35 kinase activity. Q00535+Q15078. Recombinant CDK5/p35, ADP-Glo luminescence, 60 min. 0.01% of 330,000 active. inhibition, % at 10 µM;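 active = highest replicate inhibition of at least 50% and at least 75% of replicates reaching 50%; inconclusive = only one of the two criteria met; inactive = both criteria failed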;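 note: plate controls were DMSO neutral control for no effect and GW8510 at 10 µM for full effect; many of its hits are not listed in these tables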
PvdQ acylase: P. aeruginosa PvdQ acylase inhibition | purified PvdQ acylase, fluorescence plate reader | inhibition, % at 10 µM | 0.063% of 340,000 active; in the data active = inhibition above about 30%, passing the limit was not always enough; inconclusive = no clear call, values can overlap the other calls;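 note: 0% = vehicle neutral wells and 100% = reference inhibitor wells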
HTR5A ag ctr: HTR5A agonism, opioid heterodimer counter-screen; HTR5A agonist assay, luminescence, cell-based; 0.61% of 340,000 active; P47898; activation, % at 9.3 µM; in the data active = activation mostly above about 9.5%, no sharp cut-off; inactive = mostly below about 7.6%;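 note: 0% = cells with vehicle only and 100% = reference agonist; strong numbers were not always called active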
Target sequence (P47898 whole entry, looked up): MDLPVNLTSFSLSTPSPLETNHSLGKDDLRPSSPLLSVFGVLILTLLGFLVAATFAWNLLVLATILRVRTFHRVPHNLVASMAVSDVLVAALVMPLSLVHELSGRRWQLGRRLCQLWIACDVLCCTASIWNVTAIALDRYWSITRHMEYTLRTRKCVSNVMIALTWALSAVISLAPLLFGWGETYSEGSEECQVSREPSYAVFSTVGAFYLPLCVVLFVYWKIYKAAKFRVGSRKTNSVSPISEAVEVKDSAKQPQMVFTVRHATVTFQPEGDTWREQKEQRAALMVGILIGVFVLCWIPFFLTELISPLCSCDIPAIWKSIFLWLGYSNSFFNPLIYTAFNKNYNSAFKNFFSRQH
RTF Ca sens act: cardiac RTF calcium sensitization | activation, % at 7.2 µM | P19429+P45379 | IANBD-labeled TnC RTF fluorescence at EC20 calcium; 0% EC20 calcium, 100% full calcium | 0.24% of 340,000 active;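 active = activation above the mean over all tested compounds plus 3 SD, cut at about 30% in these data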;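 note: rise in fluorescence read as greater calcium sensitivity of cardiac thin filaments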
Rtt109 Vps75: inhibitors of Candida albicans Rtt109/Vps75 histone acetyltransferase; Q5AAJ8; purified Rtt109/Vps75, ThioGlo CoA-SH fluorescence, 4 h; inhibition, % at 34.9 µM; 0.16% of 330,000 active;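 active = inhibition of at least 50% in every replicate; inconclusive = best replicate reaches 50% inhibition but some replicates fall short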
Target sequence (Q5AAJ8 whole entry, looked up): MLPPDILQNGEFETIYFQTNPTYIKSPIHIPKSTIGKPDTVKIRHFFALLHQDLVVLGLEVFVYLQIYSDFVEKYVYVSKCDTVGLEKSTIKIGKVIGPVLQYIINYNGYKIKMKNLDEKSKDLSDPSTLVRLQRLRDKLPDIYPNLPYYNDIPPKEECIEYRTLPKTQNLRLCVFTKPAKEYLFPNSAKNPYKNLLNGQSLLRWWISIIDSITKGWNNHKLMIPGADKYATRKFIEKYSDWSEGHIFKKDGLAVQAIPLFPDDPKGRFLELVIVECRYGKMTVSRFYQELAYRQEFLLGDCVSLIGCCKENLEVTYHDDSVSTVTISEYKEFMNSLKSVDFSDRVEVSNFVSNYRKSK
dFosB activator: activators of mouse delta FosB homodimer; activation, % at 25 µM; purified delta FosB, TAMRA-CDK5 oligo fluorescence polarization; percent of positive-control signal above neutral wells; P13346; 0.99% of 340,000 active; AID 493131;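 active = mean activation above about 17%, with every replicate also reaching it, limit read from the data, passing the limit was not always enough; inconclusive = only one of the two conditions met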;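 note: fluorescence polarization rise as delta FosB binds a TAMRA Cdk5 AP-1 oligo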
Target sequence (P13346 whole entry, looked up): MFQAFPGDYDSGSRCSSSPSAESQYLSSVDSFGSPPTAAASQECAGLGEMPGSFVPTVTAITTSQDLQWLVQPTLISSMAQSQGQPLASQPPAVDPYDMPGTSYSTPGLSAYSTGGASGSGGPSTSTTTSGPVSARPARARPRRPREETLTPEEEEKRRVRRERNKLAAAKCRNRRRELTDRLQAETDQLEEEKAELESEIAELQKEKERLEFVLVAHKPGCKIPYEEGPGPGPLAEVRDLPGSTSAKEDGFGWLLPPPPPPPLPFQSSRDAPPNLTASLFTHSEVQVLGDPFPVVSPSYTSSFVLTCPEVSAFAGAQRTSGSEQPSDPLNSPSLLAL
SR-BI HDL uptake: mouse SR-BI HDL lipid transfer inhibition | inhibition, % at 12.5 µM | ldlA[mSR-BI] CHO cells, DiI-HDL uptake fluorescence, 3 h | Q61009 | 0.96% of 320,000 active;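 active = mean replicate inhibition of at least 70% and a set share of replicates each scoring 70 or more; inconclusive = meets just one of the two criteria; inactive = fails both criteria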;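 note: 0% = median of neutral control wells and 100% = median of positive control wells; values of inactives mirror those of a sister screen read the other way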
SR-BI DiI-HDL act: activators of SR-BI mediated HDL lipid uptake; CHO ldlA[mSR-BI] cells, DiI-HDL uptake fluorescence, 3 h; 100 = double the neutral-control signal; activation, % at 12.5 µM; 0.096% of 320,000 active;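 active = mean replicate activation of at least 60% and every replicate at or above 60%; inconclusive = mean or all-replicate condition met, but not both; inactive = mean below 60% and not all replicates reaching 60%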;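 note: 0% = median plate neutral-control signal and 100% = twice that signal; values of inactives mirror those of a sister screen read the other way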
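Assay system: LDL receptor-deficient CHO ldlA cells overexpressing murine SR-BI / Medium: BSA-supplemented, HEPES-buffered Ham's F12, pH 7.4 / Probe or stimulus: DiI-labelled HDL at 10 µg/mL final / Timing: compound with DiI-HDL co-incubation, 3 h at 37 °C / Technique: bottom-read cell fluorescence after medium removal, ex 550/em 595 nm / Measure: HDL uptake via cellular fluorescence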
MITF TRPM1 HTS: activators of MITF-driven TRPM1 promoter activity in SK-MEL-5 cells. 0.75% of 300,000 active. activation, % at 12.5 µM. SK-MEL-5 TRPM1-promoter luciferase, 24 h; % of positive control, neutral wells = 0;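 active = mean activation of at least 80% with every replicate also reaching 80%; inconclusive = mean reaches 80% but some replicate falls short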;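 note: 0% = neutral control wells and 100% = parthenolide positive control wells; values of inactives mirror those of a sister screen read the other way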
Wnt act: activators of Wnt/beta-catenin signaling; Wnt/beta-catenin reporter cell assay, activator, plate reader; activation, % at 9.35 µM; 1.2% of 300,000 active; AID 743398; in the data active = activation above about 30%, passing the limit was not always enough; inconclusive = no clear call, values can overlap the other calls;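 note: 0% = neutral control wells and 100% = positive control wells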
* hit, by the source's call; ? = inconclusive; / = no result given.

Below each compound – CDK5 p35 inh	PvdQ acylase	HTR5A ag ctr	RTF Ca sens act	Rtt109 Vps75	dFosB activator	SR-BI HDL uptake	SR-BI DiI-HDL act	MITF TRPM1 HTS	Wnt act
CC1CCN(C2CC(=O)N(c3ccccc3)C2=O)CC1 (stereo not given)
 : -0.9	-13	0	-6	-4	11	-11	11	3	0
CCOC(=O)CN1C(=O)N[C@@H](CCc2ccccc2)[C@H](C(C)=O)[C@H]1C
 : 1.7	2	-2	12	-7	1	-40	40	5	-3
Cc1ccc(NC(=O)CN(C)S(=O)(=O)c2cnc[nH]2)c(C)c1
 : 1.0	10	5	-8	9	-5	2	-2	-11	-1
OCC1(CCOc2ccccc2)CCN(CC2=Cc3cc(Cl)ccc3OC2)CC1
 : -6.2	0	-1	1	19	9	1	-1	1	-1
O=C(Nc1ccccc1)C1CC(=O)N(c2ccc3c4c(cccc24)CC3)C1 (stereo not given)
 : 3.7	3	-6	1	-4	-8	8	-8	2	/
Cn1cnc2c1c(=O)[nH]c(=O)n2Cc1ccccc1
 : 2.0	-16	2	-2	0	1	-15	15	-11	1
Cc1ccc(S(=O)(=O)N/N=C(\c2ccccc2)c2cccnc2)cc1
 : 1.0	-4	5	2	12	4	3	-3	12	0
O=C(CCCCCN1C(=O)c2cccc3cccc(c23)C1=O)NCCO
 : -1.0	8	0	7	-13	-4	-8	8	6	-4
CCc1noc(C)c1C(=O)Nc1ccccc1C(C)(C)C
 : 0.7	-12	3	-5	-12	5	-7	7	6	2
O=C(CCCOc1ccc(Cl)cc1Cl)N/N=C/c1cccc([N+](=O)[O-])c1
 : -1.0	-11	3	7	5	4	-330	330*	-8	-4
O=C(C1CCN(c2nnc(-n3cccc3)s2)CC1)N1CCN(c2cccc(C(F)(F)F)c2)CC1
 : -1.2	-6	5	1	1	-9	72*	-72	2	/
CC1CCc2c(sc3nc(CN4CCOCC4)nc(Sc4ccccc4)c23)C1 (stereo not given)
 : 2.3	-10	0	2	-13	9	22	-22	-3	/
COc1ccc(-c2cc(C)no2)cc1S(=O)(=O)N1CCN(c2ccc([N+](=O)[O-])cc2)CC1
 : /	-8	0	-3	-5	4	44	-44	-5	-9
CCC(C)n1c(=O)c2sccc2n2c(CCCC(=O)N3CCC(C(N)=O)CC3)nnc12 (stereo not given)
 : -6.3	-12	-3	1	9	3	-18	18	5	-5
Cn1ncc(Cl)c1C(=O)Nc1ccc2c(c1)CCC2
 : -0.6	-1	4	-2	1	3	-5	5	29	24
COc1nc(-c2ccccc2)cc(C(F)(F)F)n1
 : -2.1	4	6	2	-1	-3	-11	11	11	-2
CCN(CC)C(=O)CSc1nnc(-c2cnccn2)n1-c1ccc(C)cc1
 : -0.6	1	3	0	-10	-8	-12	12	-6	/
O=C(Nc1ccccc1)c1c(F)cccc1F
 : 2.7	-3	6	8	8	6	-6	6	21	0
C=CCOC(=O)/C(=C/c1ccco1)NC(=O)/C=C/c1ccccc1
 : 0.9	-6	1	2	-3	-8	-4	4	-6	-5
CC(=O)c1c(C)[nH]c(C(=O)OCc2ccc([N+](=O)[O-])cc2)c1C
 : 2.5	-12	2	0	7	-9	/	/	26	10
Cc1cc(=O)oc2ccc(OCC(=O)O)cc12
 : 0.8	-7	-3	5	/	-5	-29	29	/	1
CC(C)(C)n1nc(C2CC2)cc1NC(=O)Nc1ccc(Cl)cc1
 : 1.5	7	2	-4	-7	-2	16	-16	7	5
O=C(NC[C@@H]1CC[C@@H](Cc2ccc(-c3ccccc3)cc2)O1)Nc1ccc(Br)cc1
 : 0.3	-10	0	-4	9	-4	61	-61	20	0
O=C(NN=C1CCCCCCC1)C(=O)NC1CCCCC1
 : 0.2	-7	-1	-7	4	-3	3	-3	5	-3
Cc1cc(C(=O)N2CCCC(N3CCN(c4cccc(Cl)c4)CC3)C2)n(C)n1 (stereo not given)
 : -0.7	-10	6	-6	-7	0	20	-20	9	-1
COc1ccc(OC)c(NC(=O)CSc2nc3ccccc3cc2Cc2ccccc2)c1
 : -7.0	-8	-5	5	1	-8	-11	11	-3	/
O=C(Nc1ccc2c(c1)OCCO2)c1cccc(S(=O)(=O)N2CCCCC2)c1
 : -1.0	-14	-4	-2	3	-8	8	-8	7	/
COc1ccc2[nH]cc(CCNC(=O)c3ccc([N+](=O)[O-])cc3)c2c1
 : 0.0	4	4	-1	-13	-4	25	-25	0	-1
Cc1ccc(S(=O)(=O)/N=C(\Nc2cccc(C)c2)Nc2nc(C)cc(C)n2)cc1
 : -0.3	-7	1	7	2	-6	-15	15	7	-2
CCN(CC)S(=O)(=O)c1ccc(NS(=O)(=O)c2cccc(C)c2)cc1
 : -0.1	2	9	3	11	-7	-5	5	1	39*
CCc1ccccc1NC(=O)c1ccc(NS(C)(=O)=O)cc1
 : 1.2	4	/	/	-13	3	-18	18	5	0
COC(=O)[C@H](Cc1ccccc1)NC(=O)N1CCCCC1C (stereo not given in full)
 : 0.5	-17	3	-3	2	4	11	-11	1	/
O=C(COc1cccnc1[N+](=O)[O-])NCCc1ccc(Cl)cc1Cl
 : -0.8	-5	-4	1	13	1	13	-13	-3	0
COc1cccc(C(C(=O)NC2CCCC2)N(Cc2cccnc2)C(=O)Cc2cccs2)c1 (stereo not given)
 : -1.4	0	-1	2	8	2	-1	1	0	-3
CCOc1ccccc1Nc1ncccc1C(=O)N1CCCC1
 : 0.6	17	0	5	6	-2	0	0	10	/
Fc1ccccc1N1CCN(c2nc3ccccc3n3nnnc23)CC1
 : -3.8	-8	3	6	-9	1	-14	14	33	/
Cc1ccccc1C(=O)NC(=S)Nc1ccc(N2CCOCC2)cc1
 : 1.3	-3	-3	-3	10	-3	22	-22	28	8
Cc1ccc(C(=O)OCC(=O)Nc2ccc(S(N)(=O)=O)cc2)c(O)c1
 : 0.8	-1	-5	5	12	-9	5	-5	-1	-1
Cc1cccc(CN2CCN(c3ccccn3)CC2)c1
 : 1.0	-4	-7	-1	10	-2	-23	23	8	1
CCOC(=O)C1(Cc2ccccc2)CCCN(Cc2ccccn2)C1 (stereo not given)
 : -0.3	-12	-1	3	-1	4	-3	3	-7	-1
CCOC(=O)C(C#N)(Cc1ccc2ccccc2n1)Cc1ccc2ccccc2n1
 : -0.2	-16	2	-1	15	-7	10	-10	6	-7
O=C(NC(=S)Nc1ccc2oc(=O)ccc2c1)c1cc2ccccc2o1
 : -2.1	-10	3	1	-7	-2	-20	20	/	10
CC(=O)N/N=c1\sc2ccccc2n1C
 : -0.3	-9	-2	-2	-8	-2	2	-2	-18	0
CN(C)c1nc(-c2ccccc2)c2cnn(Cc3ccccc3)c2n1
 : -1.9	-6	-11	2	-12	-6	32	-32	-9	-10
COc1ccc(NC(=O)C23CC4CC(C2)CC(n2cnc(Br)n2)(C4)C3)c(OC)c1
 : -2.8	-6	-4	4	-4	-6	44	-44	-1	/
Cc1ccc(NC(=O)CCSc2ccccn2)cc1
 : 0.0	-4	1	-2	0	2	4	-4	?	27
O=C(NCn1ccc(=O)[nH]c1=S)c1ccccc1
 : 1.0	0	3	-1	-3	3	-9	9	10	/
CCN(CC)S(=O)(=O)c1ccc(-c2nnc(SCC(=O)Nc3ccc4c(c3)OCO4)o2)cc1
 : 1.4	3	1	0	19	31*	24	-24	-9	-5
CCOC(=O)c1csc(NC(=O)CSc2nnnn2-c2ccc(OC)cc2)n1
 : 1.9	-2	4	0	0	-8	-7	7	-5	/
O=S(=O)(NCc1cccnc1)c1ccc(Cl)s1
 : -0.5	1	4	3	19	-5	-39	39	/	/

3 compounds out of the list, sorted by molar mass, low to high:
Below each compound – CDK5 p35 inh	PvdQ acylase	HTR5A ag ctr	RTF Ca sens act	Rtt109 Vps75	dFosB activator	SR-BI HDL uptake	SR-BI DiI-HDL act	MITF TRPM1 HTS	Wnt act
Cc1ccc(NC(=O)CCSc2ccccn2)cc1
 : 0.0	-4	1	-2	0	2	4	-4	?	27
CN(C)c1nc(-c2ccccc2)c2cnn(Cc3ccccc3)c2n1
 : -1.9	-6	-11	2	-12	-6	32	-32	-9	-10
CCOC(=O)c1csc(NC(=O)CSc2nnnn2-c2ccc(OC)cc2)n1
 : 1.9	-2	4	0	0	-8	-7	7	-5	/

(further entries)
Below each compound – CDK5 p35 inh	PvdQ acylase	HTR5A ag ctr	RTF Ca sens act	Rtt109 Vps75	dFosB activator	SR-BI HDL uptake	SR-BI DiI-HDL act	MITF TRPM1 HTS	Wnt act
CCCOc1ccc(C(=O)c2nc3c(n2O)CCCCC3)cc1
 : 0.7	-22	8	-6	2	-3	-28	28	-3	0
CC(=C/c1ccc(C(C)C)cc1)/C=N/NC(=O)c1ccncc1
 : 1.0	3	-2	-4	-6	-4	39	-39	25	14
C=C[C@@H]1c2cccc(C)c2N(S(=O)(=O)c2ccc(C)cc2)[C@H](c2ccccc2)C1(C#N)S(=O)(=O)c1ccccc1 (stereo not given in full)
 : -0.6	2	-2	0	6	3	-10	10	-14	11
O=C(c1cccc(S(=O)(=O)N2CCCC2)c1)c1cccc(S(=O)(=O)N2CCCC2)c1
 : 1.3	13	-5	-5	1	6	31	-31	-15	/
COc1ccc(S(=O)(=O)NCc2ccccn2)cc1NC(=O)c1ccccc1C
 : 1.8	17	-2	-6	3	-11	20	-20	-36	-8
Cc1ccc2nc(N3CCN(C(=O)c4ccco4)CC3)sc2c1
 : 0.8	-10	-2	-6	-6	1	0	0	103*	40*
CSc1ccc(CN(C)C(=O)CSCC(=O)Nc2cc(C)on2)cc1
 : -1.8	6	-3	-3	28	-5	-3	3	23	-1
Cc1cc(Cl)c2oc(C(=O)N(C)CC3CCOCC3)c(C)c2c1
 : 1.0	4	-3	-1	9	-7	25	-25	9	8
COc1ccc(S(=O)(=O)N(CC(=O)NCc2ccncc2)c2ccc(C)cc2)cc1OC
 : 0.3	-9	2	4	1	-11	-4	4	6	0
CC1(C)NC(=O)N(CCCCOc2ccc(Br)cc2Cl)C1=O
 : 3.5	-1	13	4	8	0	13	-13	/	/
COc1ccc2c(c1OC)C(=O)N(c1ccc3c(c1)CCC3)C2=O
 : -1.9	-13	2	0	14	0	34	-34	37	/
CCOc1ccc(C(=O)Nc2cccc3cccnc23)cc1
 : 0.2	-3	3	-5	-5	-6	13	-13	-7	0
Cc1cn(CC(=O)NCC(c2ccccc2)c2ccccc2)c(=O)[nH]c1=O
 : -1.4	-4	-3	-1	-1	-9	-5	5	-5	-4
CCOc1ccc(S(=O)(=O)/N=C(/Nc2ccc(S(N)(=O)=O)cc2)c2ccccc2)cc1
 : -1.5	-13	-1	0	-2	-4	10	-10	5	-3
CCN1CCN(c2nc(NCCO)c3ccccc3n2)CC1
 : -0.3	-3	1	-17	3	1	-4	4	/	7
Cc1ccc(S(=O)(=O)N2CCC(C(=O)O)CC2)cc1C(=O)O
 : 0.4	-17	-4	1	0	9	-29	29	-10	/
Cc1cc(OCC(=O)Nc2ncn[nH]2)ccc1Cl
 : -1.8	10	3	-6	3	-5	-29	29	13	6
